Screens from PubChem.
Tat transport: E. coli Tat transport inhibition. E. coli MC4100 TorA-mCherry Tat export, fluorescence. inhibition, % at 10 µM. hit rate 0.036% among 340,000;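 active = mean replicate inhibition at least 50% and at least half of replicates individually reaching 50%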;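 note: exported cargo escapes ClpAP degradation while cytoplasmic cargo is degraded and loses fluorescence; 0% = median of neutral control wells and 100% = median of NaSCN control wells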
Ecoli viability: counter-screen for AddAB inhibitors: E. coli growth inhibition | E. coli V3065 growth, OD600 absorbance, 18 h | hit rate 0.27% among 330,000 | inhibition, % at 11.9 µM;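 active = inhibition above the campaign's mean inhibition across all tested compounds plus 3 SD, cut at about 9.9% in these data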;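 note: uninfected addAB+ strain grown without phage in ampicillin broth; 0% = DMSO wells and 100% = ciprofloxacin 0.95 µg/ml wells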
CDK5 p35 inh: inhibitors of human CDK5/p35 kinase; Q00535+Q15078; Recombinant CDK5/p35, ADP-Glo luminescence, 60 min; inhibition, % at 10 µM; hit rate 0.01% among 330,000;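 active = highest replicate inhibition of at least 50% and at least 75% of replicates reaching 50%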;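 note: plate controls were DMSO neutral control for no effect and GW8510 at 10 µM for full effect; many of its hits are not listed in these tables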
HTR5A ag ctr: counter-screen for OPRM1-OPRD1 agonists: human HTR5A agonism | P47898 | HTR5A agonist assay, luminescence, cell-based | activation, % at 9.3 µM | hit rate 0.61% among 340,000 | AID 504692; in the data active = activation mostly above about 9.5%, no sharp cut-off; inactive = mostly below about 7.6%;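 note: 0% = cells with vehicle only and 100% = reference agonist; strong numbers were not always called active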
PKA-R1A activ: PKA-R1A complex activation; P00514+P68181; PKA-R1A dissociation, Cy5-IP20 fluorescence polarization; scaled: DMSO 0%, 113 µM cGMP 100%; activation, % at 11.4 µM; hit rate 0.083% among 340,000; AID 504707;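 active = percent activation above the mean of all tested compounds plus 3 SD, cut at about 19% in these data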;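 note: higher means more PKAc released from R1A so a rise in polarization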
SUMO Mot1 rescue: SUMOylation pathway inhibition by Mot1-301 growth rescue | growth rescue, % at 18.8 µM | AID 2716 | S. cerevisiae Mot1-301 growth rescue, ATP luminescence, 38.5C; percent above DMSO median, 100 means doubled | hit rate 1% among 320,000;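 active = every valid replicate shows activation above 250% relative to neutral control wells; inactive = the rest, any valid replicate at or below 250%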;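 note: OY570 slx delta 5 strain wells were the positive control but not used for scaling; some compounds called inactive have numbers as strong as hits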
DAGLB inhibitor: diacylglycerol lipase beta (human) inhibition; HEK293T DAGLB membrane lysate, EnzChek fluorogenic substrate; inhibition, % at 5.17 µM; hit rate 0.059% among 340,000; in the data active = inhibition above about 34%;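 note: 0% = enzyme with vehicle and 100% = wells lacking enzyme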
Target sequence (Q8NCG7 whole entry, looked up): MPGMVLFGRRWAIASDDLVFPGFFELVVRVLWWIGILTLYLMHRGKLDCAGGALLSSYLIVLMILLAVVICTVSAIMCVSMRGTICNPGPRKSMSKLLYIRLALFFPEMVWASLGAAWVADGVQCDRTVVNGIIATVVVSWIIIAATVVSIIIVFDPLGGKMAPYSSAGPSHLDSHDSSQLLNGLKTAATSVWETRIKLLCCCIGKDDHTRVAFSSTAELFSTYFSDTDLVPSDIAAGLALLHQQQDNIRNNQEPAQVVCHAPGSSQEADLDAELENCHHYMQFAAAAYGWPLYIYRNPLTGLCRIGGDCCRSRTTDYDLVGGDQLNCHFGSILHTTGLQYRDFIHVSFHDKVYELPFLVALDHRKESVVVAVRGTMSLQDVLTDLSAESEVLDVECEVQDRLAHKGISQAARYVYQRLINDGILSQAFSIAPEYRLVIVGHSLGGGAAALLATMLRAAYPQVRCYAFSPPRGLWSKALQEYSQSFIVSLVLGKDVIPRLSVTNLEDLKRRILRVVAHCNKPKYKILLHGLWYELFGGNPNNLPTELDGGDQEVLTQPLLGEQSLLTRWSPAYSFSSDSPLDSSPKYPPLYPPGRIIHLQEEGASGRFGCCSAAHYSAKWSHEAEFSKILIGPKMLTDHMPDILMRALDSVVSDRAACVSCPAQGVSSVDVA
PKA-R2B act: PKA-R2B complex activation | P22694+P31323 | PKA-R2B holoenzyme dissociation, Cy5-IP20 fluorescence polarization; R2B truncated from residue 108, S112A mutant; 0% DMSO only, 100% 113 µM cGMP | activation, % at 11.4 µM | hit rate 0.079% among 340,000;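 active = activation above a cutoff set at the mean over all compounds plus 3 SD, cut at about 18% in these data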;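 note: higher means more holoenzyme dissociation and a rise in polarization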
Target sequence (P31323 whole entry, looked up, other chains not shown, the tested form may be a part): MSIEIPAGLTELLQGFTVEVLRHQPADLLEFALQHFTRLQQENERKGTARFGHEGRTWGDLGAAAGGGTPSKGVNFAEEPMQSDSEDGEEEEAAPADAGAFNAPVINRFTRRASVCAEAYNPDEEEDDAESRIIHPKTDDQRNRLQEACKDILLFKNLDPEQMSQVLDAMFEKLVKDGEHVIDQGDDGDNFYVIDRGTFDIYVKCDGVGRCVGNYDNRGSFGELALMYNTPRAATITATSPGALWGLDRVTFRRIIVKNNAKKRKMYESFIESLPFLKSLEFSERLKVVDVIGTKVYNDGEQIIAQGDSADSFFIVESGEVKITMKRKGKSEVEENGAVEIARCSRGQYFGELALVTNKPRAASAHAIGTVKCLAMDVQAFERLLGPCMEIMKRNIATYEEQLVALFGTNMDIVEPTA
HTR5A inv ctr: inverse agonist of human HTR5A in OPRM1-OPRD1 counter-screen. P47898. HTR5A cell line, luminescence, inverse agonism. inhibition, % at 9.3 µM. hit rate 0.083% among 340,000; in the data active = inhibition mostly above about 23%, no sharp cut-off; inactive = mostly below about 18%;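 note: 0% = cells with DMSO and 100% = no-cell wells with DMSO; some compounds called inactive have numbers as strong as hits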
phage Ecoli inh: E. coli growth loss with phage present; growth absorbance; inhibition, % at 11.9 µM; hit rate 0.26% among 360,000; AID 651602; in the data active = inhibition above about 11%
AddAB inh: less growth of phage-infected E. coli with AddAB. E. coli expressing H. pylori AddAB, absorbance growth. inhibition, % at 11.9 µM. hit rate 0.29% among 330,000. AID 435030; in the data active = inhibition above about 12%;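 note: 0% = vehicle wells of infected cells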
The depositor's hits bear a star; · = not tested or not shown. Compounds were not picked by outcome; 2.3% or so of the library scored in one or more.

SMILES	Tat transport	Ecoli viability	CDK5 p35 inh	HTR5A ag ctr	PKA-R1A activ	SUMO Mot1 rescue	DAGLB inhibitor	PKA-R2B act	HTR5A inv ctr	phage Ecoli inh	AddAB inh
CCCCOC(=O)Cn1c2ccc(OC)cc2c2nc3ccccc3nc21	-5	1.2	-2.5	2	17	-9	-1	-1	3	3.1	0.3
CC1CN(S(=O)(=O)c2cn(C)c(=O)n(C)c2=O)CC(C)O1 (stereo unspecified)	-3	-1.5	-1.6	-4	-1	15	0	10	11	2.1	1.5
O=C1c2[nH]nc(-c3ccccc3O)c2C(c2cccc(Cl)c2)N1Cc1ccco1 (stereo unspecified)	11	-1.5	3.0	14*	1	-1	7	1	-37	2.4	3.0
O=C(N/C(=C\c1ccccc1)C(=O)N1CCCCC1)c1ccco1	0	-0.6	-0.8	-1	7	-31	0	-8	-18	1.6	3.1
Cc1nn(Cc2ccccc2Cl)c(C)c1NC(=O)c1noc(C(C)C)c1[N+](=O)[O-]	10	0.5	0.1	6	0	·	-2	0	1	-0.3	5.4
O=C(NCCC(=O)N1CCN(c2ccccc2O)CC1)c1ccc(Cl)cc1	0	-0.2	-1.0	-7	-4	4	2	-4	20	4.7	-0.7
Cc1ccc2c(c1)-c1c(cnn1CC(=O)N(CCC#N)c1ccccc1)CO2	-2	0.9	0.5	0	-6	3	0	-3	1	1.5	0.5
O=C(NNC(=O)C12CC3CC(CC(O)(C3)C1)C2)c1csc(N2CCOCC2)n1	1	1.6	0.3	0	-13	2	-2	-4	6	0.1	-0.1
O=C(CCCOc1ccc(Cl)cc1Cl)NCCc1nnc2ccccn12	-4	-0.9	-0.6	-3	9	7	-1	0	-16	1.1	2.9
CCCCN(C(=O)c1ccco1)C1CCS(=O)(=O)C1 (stereo unspecified)	-3	2.5	-1.6	-4	-5	-13	2	3	11	0.5	2.5
O=C(c1ccccc1Cl)N1CCCC(c2nc3c(nnn3Cc3ccccc3)c(=O)[nH]2)C1 (stereo unspecified)	11	-3.0	0.0	3	-12	-2	2	-5	-18	·	-1.3
CCOC(=O)c1cc(C#N)c(N2CCN(c3ccc(OC)cc3)CC2)[nH]c1=O	-6	0.4	-0.1	1	1	31	0	16	10	5.1	1.1
CC(C)=CCN1CCN(Cc2cc(CC(C)C)n[nH]2)CC1CCO (stereo unspecified)	-4	-1.5	2.6	0	-10	-1	0	-2	-1	2.1	0.6
CCn1cc(C2=NC(CC(C)C)CO2)c2ccccc21 (stereo unspecified)	9	1.2	-1.3	0	-10	-25	-6	-2	-2	1.0	4.4
CCN(CC)/C(=N/S(=O)(=O)c1ccc(C)cc1)c1ccccc1	4	-0.8	2.4	1	1	-7	-1	-9	-19	0.8	3.1
CCOC(=O)c1c(S(=O)(=O)N2CCCCCC2)c(C)n(C)c1C	1	1.4	0.1	5	0	156	0	-16	6	3.6	1.6
O=C(Nc1ccc(Cl)cn1)C1CCCN1S(=O)(=O)c1cccc2ccccc12 (stereo unspecified)	-1	-0.6	-1.0	3	-1	7	-6	3	0	2.5	1.4
C#CCOCCOCCOCCNc1nc(N2CCN(C(=O)[C@H](Cc3cc4ccccc4[nH]3)n3cc(C(N)CC(C)C)nn3)CC2)nc(N2CCN(C(=O)[C@H](CCC(=O)O)n3cc(C(N)[C@H](C)CC)nn3)CC2)n1 (stereo partly specified)	26	-3.8	-0.1	5	-2	-4	0	-13	-21	·	1.3
CCCN(CCC)C(=O)c1ccc2c(c1)N(Cc1ccccc1)C(=O)CS2=O (stereo unspecified)	-3	0.0	0.6	-3	4	2	0	-4	9	2.4	3.0
C=C[C@@H]1c2cc(C)ccc2N(S(=O)(=O)c2ccc(C)cc2)[C@H](c2ccc(OC(C)=O)cc2)C1(C#N)C#N	3	1.7	-1.8	-3	2	15	-7	3	-31	-0.5	1.0
COc1cc(NC(=S)Nc2cccc(Cl)c2Cl)c(OC)cc1Cl	-5	0.2	-1.0	-3	-5	-7	1	-9	-1	1.6	-2.7
COc1cc(OC)cc(C(=O)NC(=S)Nc2ccc(N3CCCC3)cc2)c1	-3	2.4	0.0	1	-2	2	1	1	20	0.0	2.4
COc1ccc(C(N)CCc2ccc(C)o2)cc1 (stereo unspecified)	-3	-2.6	1.5	0	-18	-4	4	-1	6	2.4	1.4
CN(C)S(=O)(=O)N1CCN(CC(O)COc2ccc3cc(Br)ccc3c2)CC1 (stereo unspecified)	-2	0.0	0.0	0	1	159	-4	-4	-1	2.1	5.3
c1ccc(CCN2CCN=C2Nc2ccccc2)cc1	11	2.1	0.1	-4	10	-41	5	5	9	4.3	2.3
SMILES	Tat transport	Ecoli viability	CDK5 p35 inh	HTR5A ag ctr	PKA-R1A activ	SUMO Mot1 rescue	DAGLB inhibitor	PKA-R2B act	HTR5A inv ctr	phage Ecoli inh	AddAB inh
COc1ccc(CCn2c(C)cc(C(=O)CSc3nc(N)cc(=O)[nH]3)c2C)cc1	-11	-1.6	2.0	7	9	·	3	4	14	1.2	-0.8
CC[C@@]1(C(=O)OC)N[C@H](CN(C)C(=O)COc2ccccc2)[C@@H]2C(=O)N(Cc3ccccc3)C(=O)[C@@H]21	16	-0.2	5.8	1	-8	·	-1	8	-3	2.9	5.4
CCCN(CCC)Cc1cc(=O)oc2cc3c(cc12)CCC3	-1	2.1	0.4	0	-9	12	-9	-7	-8	1.0	1.1
O=C1c2ccccc2[C@@H]2C[C@@H](O)[C@H](Nc3ccccc3-c3ccccc3)CCN12	5	0.5	0.5	0	-2	·	-2	3	1	0.7	-1.5
CCCCNC(=O)C(=O)N/N=C/c1ccc(OCC(=O)Nc2cccc(OC)c2)c(OC)c1	4	-0.2	0.4	1	-15	4	7	-16	-7	1.0	2.4
Cc1c(NC(=O)COC(=O)c2ccccc2Cl)c(=O)n(-c2ccccc2)n1C	-3	0.2	0.3	-1	5	43	-2	-4	1	3.8	1.5
COc1ccc(NC(=O)CN(C)C(=O)c2cn(-c3ccccc3)nc2-c2ccc(F)cc2)cc1	5	-1.9	-0.4	1	0	10	-2	5	-1	0.5	1.4
COC(=O)c1c(NC(=O)c2nc3ccccc3s2)sc2c1CC(C)(C)NC2(C)C	-9	-2.2	1.0	2	-4	45	-2	-3	-6	1.4	1.4
CCOc1ccc2c(c1)n([O-])c1c([n+]2=O)CCCC1	-8	·	2.1	-12	-11	·	3	-1	27	1.5	·
O=C(c1cn(-c2ccccc2)nc1-c1cccs1)N(CCO)Cc1ccccc1	4	-1.4	0.5	-3	-2	-11	4	-2	6	-0.3	-0.6
O=c1[nH]c(SCc2ccccc2[N+](=O)[O-])nc2nc[nH]c12	-4	0.4	-0.2	-2	-6	-8	-7	8	6	0.9	0.7
O=C1CC(c2ccc3c(c2)OCO3)Sc2nc3ccccc3n21 (stereo unspecified)	-3	-0.3	0.1	5	-5	-24	0	-6	-2	1.1	2.6
CCOC(=O)C1CCN(S(=O)(=O)c2ccc(C)cc2)CC1	8	-0.7	-1.7	-1	-1	-2	-8	-6	6	1.0	0.9
CCc1nc(CNC(=O)C2CCC(=O)N(CCc3ccc(OC)cc3)C2)cs1 (stereo unspecified)	-1	0.3	0.8	2	-10	0	-1	-11	-4	1.7	-0.1
COC(=O)C1(C(F)(F)F)C2C=CC(C2)N1S(=O)(=O)c1ccc(C)cc1 (stereo unspecified)	3	-1.4	-0.9	-3	-2	5	0	2	9	0.5	2.4
CC(=O)N1CCN(c2ccccc2NC(=O)c2ccc(Br)o2)CC1	8	1.5	-1.7	0	-13	168	0	3	1	1.3	0.0
CC1SC(=Nc2ccccc2)N(S(=O)(=O)c2ccccc2)C1=O (stereo unspecified)	2	-1.2	-1.1	1	-5	121	-3	-3	5	0.4	0.5
CSc1nc(N2CCCC2)c2c(c1C#N)CC(C)(C)OC2	4	1.0	0.2	5	6	3	-5	7	9	3.2	0.2
C/C(=N/NC(=O)Cc1ccccc1)c1ccc(C)s1	0	-0.9	-0.5	5	0	-3	-1	3	-13	0.2	1.3
CCOCCCNc1nc(=S)[nH]c2cc(OC)c(OC)cc12	7	-2.4	-3.8	-2	-10	-2	-1	-3	24	1.1	0.7
CC(=O)c1cccc(NC(=O)Cn2nc(-c3ccccc3Cl)ccc2=O)c1	-3	0.2	-0.8	-1	-6	-2	0	-5	26	-0.6	1.7
O=C1CSC(c2cccs2)N1c1ccccc1 (stereo unspecified)	-2	-2.0	-0.8	0	3	-18	-2	-4	-17	1.1	0.8
CCCc1ccc(C(=O)/C=C/N(C)C)cc1	-4	-1.3	-4.9	2	-3	4	6	-7	-6	1.6	-0.2
COc1ccc(CNc2nc(-c3cccnc3)nn2C(=O)c2cccs2)cc1	0	-1.4	-0.5	-5	2	15	-5	5	14	1.9	0.9
Cc1cccc2cc3c(N)c(C#N)sc3nc12	1	-0.8	0.2	1	7	-16	1	-1	-6	4.0	0.6

Exported with two lines to a compound: part of the list above
Below each compound: Tat transport	Ecoli viability	CDK5 p35 inh	HTR5A ag ctr	PKA-R1A activ	SUMO Mot1 rescue	DAGLB inhibitor	PKA-R2B act	HTR5A inv ctr	phage Ecoli inh	AddAB inh
COc1ccc(NC(=O)CN(C)C(=O)c2cn(-c3ccccc3)nc2-c2ccc(F)cc2)cc1
→ 5	-1.9	-0.4	1	0	10	-2	5	-1	0.5	1.4
CCOCCCNc1nc(=S)[nH]c2cc(OC)c(OC)cc12
→ 7	-2.4	-3.8	-2	-10	-2	-1	-3	24	1.1	0.7
CCOc1ccc2c(c1)n([O-])c1c([n+]2=O)CCCC1
→ -8	·	2.1	-12	-11	·	3	-1	27	1.5	·

(next part)
SMILES	Tat transport	Ecoli viability	CDK5 p35 inh	HTR5A ag ctr	PKA-R1A activ	SUMO Mot1 rescue	DAGLB inhibitor	PKA-R2B act	HTR5A inv ctr	phage Ecoli inh	AddAB inh
Cc1ccc(S(=O)(=O)NC(CC(=O)O)c2ccccc2)c(C)c1 (stereo unspecified)	8	-0.9	-1.2	-3	-7	-3	1	1	-7	1.6	0.4
COc1ccc(C2N3CC4(C)CN2CC(C)(C3)C4)cc1OC (stereo unspecified)	-22	-0.6	0.5	3	1	118	2	0	5	2.6	0.1
Cc1nn(-c2ccccc2)c2c1C(c1ccco1)C(C#N)=C(N)O2 (stereo unspecified)	-5	0.7	3.4	0	-9	0	5	-9	8	-0.3	-1.7
Cc1ccc(O)c(NS(=O)(=O)c2cccc3nsnc23)c1	10	-2.3	1.7	1	0	-5	0	-9	-4	3.5	0.2
CCN(Cc1cccs1)C(=O)CN1C(=O)NC(c2ccccc2)(c2ccccc2)C1=O	8	-1.1	0.1	-2	9	9	0	3	9	-0.5	0.4
CCOc1ccc(-n2c(=S)sc3c(=O)n(-c4ccccc4)c(SCC(=O)O)nc32)cc1	2	-1.9	0.9	4	-5	-7	3	-11	-15	0.5	-0.8
OC1(c2ccccc2)CCN(Cc2ccccc2)CC1	-3	1.8	-0.6	10	5	20	0	-3	-39	4.3	4.1
CCn1cc(C2CC(=O)NC2=O)c2ccccc21 (stereo unspecified)	3	0.7	0.1	1	-6	0	2	-4	-11	1.7	-0.2
CC1(C)C[C@H]2C3=CCC4[C@@]5(C)CC[C@H](O)[C@](C)(CO)C5CC[C@@]4(C)[C@]3(C)C[C@H]3O[C@@H]1[C@H](O)[C@]32CO (stereo partly specified)	0	-0.5	-1.2	8	-4	8	0	5	-23	0.5	-1.8
